# Source: PubChem BioAssay
# Hsp70 displacement: Hsp70 inhibitors, probe displacement, primary screen, biochemical, fluorescence polarization (AID 583); Hsp70 fluorescence polarization probe displacement, mP; higher % means a stronger effect; displacement, % at 20 µM; hits with a dose series show IC50 in µM; 0.06% of 140,000 active; in the data active = displacement above about 50%;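 also: plate controls were vehicle for no effect and reference ligand for full effect; a part of the inactive calls stands beside numbers as strong as those of hits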
# Rat MKP-3 inhibitors: inhibition of rat DUSP6 enzyme activity – biochemical, in vitro, primary screen (AID 425); recombinant MKP-3 phosphatase activity, fluorescence; higher % means a stronger effect; one-dose inhibition, % at 20 µM; IC50 in µM for titrated hits; 0.17% of 110,000 active; in the data active = inhibition above about 50%;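 also: plate controls were vehicle for no effect and reference inhibitor for full effect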
# Active calls of the source: *; / = not tested or not shown; & = joins results of further samples.
Rat MKP-3 inhibitors | Hsp70 displacement | Compound
-11.2% | 1.5% | Cc1ccccc1NC(=O)Cc1nnc(SCC(=O)N2CCN(c3ccccc3)CC2)n1C
-0.9% | 4.6% | CSc1nnc2c(n1)OC(c1ccc(C)cc1)Nc1ccccc1-2 (stereo not drawn)
0.9% | -1.5% | COc1cc(NS(=O)(=O)c2ccccc2)c2ncccc2c1
-7.8% | -4.2% | COC(=O)C1CCN(S(=O)(=O)Cc2ccccc2)CC1
0.9% | -3.4% | CCOC(=O)c1ccccc1NC(=O)c1cccc(N(C)C)c1
3.3% | -4.3% | CCOC(=O)c1c(NC(=O)C(OC(C)=O)c2ccccc2)sc2c1CCC2 (stereo not drawn)
/ | -2.4% | COC(=O)CNC(=O)c1ccccc1C
/ | -0.9% | NC(=O)c1ccccc1NS(=O)(=O)c1ccccc1
-4.5% | -1.9% | CCOCCN1CCN(c2c3c(nc4cc(-c5ccc(F)cc5)nn24)CCC3)CC1
-7.6% | -4.6% | CC(C)c1ccc(O)c(NC(=O)c2ncn[nH]2)c1
3.7% | -4.5% | S=c1oc(-c2ccncc2)nn1CN1CCOCC1
-4.1% | 23.4% | COC(=O)Sc1nnc(-c2ccc(Br)cc2)o1
4.1% | 1.9% | Cc1cc(C(F)(F)F)c(C#N)c(SCC#N)n1
-1.7% | 0.1% | O=C1CC(c2ccc3c(c2)OCO3)CN1 (stereo not drawn)
-9.8% | 1.2% | COC(=O)c1ccc2c(=O)n(CCN3CCOCC3)c(=S)[nH]c2c1

# Shown bar-delimited: 2 of the compounds above
Structure | Rat MKP-3 inhibitors | Hsp70 displacement
NC(=O)c1ccccc1NS(=O)(=O)c1ccccc1 | / | -0.9%
CCOCCN1CCN(c2c3c(nc4cc(-c5ccc(F)cc5)nn24)CCC3)CC1 | -4.5% | -1.9%

# Back to the main list with the 3 entries that preceded the break.
Rat MKP-3 inhibitors | Hsp70 displacement | Compound
4.1% | 1.9% | Cc1cc(C(F)(F)F)c(C#N)c(SCC#N)n1
-1.7% | 0.1% | O=C1CC(c2ccc3c(c2)OCO3)CN1 (stereo not drawn)
-9.8% | 1.2% | COC(=O)c1ccc2c(=O)n(CCN3CCOCC3)c(=S)[nH]c2c1
-3.6% | -2.9% | COc1ccc(-c2ccc(SCC(=O)N3CCCC3)nn2)cc1OC
0.2% | 1.3% | CC1(C)CC(=O)C2=C(C1)OC1=C(C(=O)CC(C)(C)C1)C2c1cc2c(cc1Cl)OCO2
4.4% | -6.8% | CC(=O)NC1=NC(=O)/C(=C/c2cc(C)n(-c3ccc(C(=O)O)cc3)c2C)S1
/ | -0.2% | Cc1ccc2cc(C)c3nnc(SCC(=O)N4CCN(C(=O)c5ccco5)CC4)n3c2c1
/ | -5.4% | CCC(C)NC(=O)c1ccc(COc2ccccc2Cl)cc1 (stereo not drawn)
-0.9%&-0.4% | 2.1%&-0.6% | O=C1NC2(CCCCC2)Cc2ccccc21
1.6% | -1.3% | Nn1c(SCC(=O)O)nnc1-c1ccc(Br)cc1
1.0% | -0.6% | Cc1ccc(C2C=C(c3ccc4c(c3)OCO4)Nc3ncnn32)cc1 (stereo not drawn)
-3.1% | -9.1% | COc1cc(/C=C2\C=C(c3ccc(C)cc3)OC2=O)ccc1OC(C)=O
-21.5% | 5.5% | O=C(Nc1ccc2c(c1)OCO2)C(c1ccc(Cl)cc1)N1CCC2(CC1)OCCO2 (stereo not drawn)
/ | -0.9% | COc1cc(CNn2cnnc2)ccc1OCC(=O)NC1CCCCC1
-10.3% | 1.8% | COc1ccc(N2CCN(C(=O)CSc3ccccc3N)CC2)cc1
1.0% | -3.4% | CC(=O)c1c(C)oc2ccc(NS(=O)(=O)c3cccc([N+](=O)[O-])c3)cc12
-13.9% | -0.7% | CCCN1Cc2cccc(C(=O)NCCCOC(C)C)c2C1=O
-3.6% | 4.7% | Cc1ccc(N2C(=O)[C@@H]3C(c4ccc(F)cc4)=NO[C@@H]3C2=O)cc1
-3.2% | -7.3% | O=C(Nc1ccncc1)c1cc(Cl)ccc1Cl
/ | 2.9% | CCS(=O)(=O)N1CCN(C(=O)c2ccc(-c3ccccc3)cc2)CC1
2.5% | -6.5% | CN(C)c1ccc(/C=C(\NC(=O)c2ccc([N+](=O)[O-])cc2)C(=O)NN)cc1
4.4% | 2.0% | CCOC(=O)c1c(N)sc(C(=O)Nc2ccc(C)cc2C)c1C
0.0% | 6.3% | CC1(C2CC2)NN=C(c2ccccc2)S1 (stereo not drawn)
-9.3% | 6.7% | CCOC(=O)C1=C(c2ccccc2)NC(SCC(=O)Nc2cccc(C)c2)=C(C#N)C1c1ccco1 (stereo not drawn)
-0.6% | 0.1% | CC(=O)c1cccc(NC(=O)c2ccc3c(c2)OCO3)c1
/ | -4.4% | CCc1ccc(CN2CCN(C(=O)c3cccc(OC)c3OC)CC2)cc1
0.4% | / | Cc1ccc2c(c1)-c1c(cnn1CC(=O)NC(C)CCc1ccco1)CO2 (stereo not drawn)
-9.3% | 1.8% | CC(Cc1c[nH]c2ccccc12)NC(=O)C1CCCNC1=O (stereo not drawn)
/ | 3.8% | COc1ccc(S(=O)(=O)N[C@@H](Cc2ccc(Cl)cc2)C(=O)N2CC[C@@]3(O)CCCC[C@H]3C2)cc1
3.9% | / | O=C(NCCCN1CCOCC1)C(=O)Nc1ccc(I)cc1
1.5% | 4.8% | COc1ccc(NC(=O)C(=O)NCc2ccncc2)cc1Cl
4.9% | -4.7% | COc1cc(C(=O)N2CCN(C)CC2)c([N+](=O)[O-])cc1OC
-0.2% | 11.6% | COc1ccc(CC(=O)Nc2cc(C)c3c(=O)oc4ccccc4c3n2)cc1
4.3% | 1.1% | Cc1ccc(NC(=O)C(C)N2C(=O)c3ccccc3C2=O)c([N+](=O)[O-])c1 (stereo not drawn)
5.9% | -6.1% | CC(=O)c1cc(C(=O)CC(=O)Nc2cccc([N+](=O)[O-])c2)sc1Nc1ccccc1
/ | -3.1% | c1ccc2c(N3CCCCC3)ncnc2c1
3.0% | -7.2% | CCN1CCN(c2cc(C)c3cc(NC(=O)c4cncc(Br)c4)ccc3n2)CC1
3.7% | 3.5% | CCN1CCN(Cc2cc(=O)oc3cc4c(cc23)CCC4)CC1
/ | 6.8% | CCOC(=O)/C(=N/Nc1ccc(C)cc1)S(=O)(=O)c1ccc(Cl)cc1
-1.6% | -0.8% | COc1ccc(CCNC(=O)c2nnn(-c3ccc4c(c3)OCCO4)c2N)cc1OC
-15.8% | -0.5% | CCOC(=O)c1c(C#N)c(SCC(=O)Nc2ccc(OC)cc2)nc2c1CN(CC)CC2
-3.2% | -6.9% | CCOc1ccc(N(CC(=O)Nc2ccccc2OCC)S(C)(=O)=O)cc1
2.1% | -0.9% | Cc1cccc(N2C(=O)c3ccc(C(=O)Nc4cccc(O)c4)cc3C2=O)c1C
1.6% | 1.1% | CCC(C(=O)N1CCN(Cc2ccccc2)CC1)c1ccccc1 (stereo not drawn)
-6.9% | -2.0% | O=C1CCCC2=C1C(c1ccccc1)C1=C(CCCC1=O)O2
-3.4% | -0.3% | CCSc1nnc(NC(=O)CCNS(=O)(=O)c2cc(Br)cnc2N)s1
2.8% | 2.7% | CCCS(=O)(=O)NCCc1cc2cc(C)c(C)cc2[nH]c1=O
/ | 1.3% | CC(C)CN1C(=O)c2ccccc2C1(O)Cc1ccccc1 (stereo not drawn)
-1.3% | -0.7% | Cc1ccc(C)c(NC(=O)CN(c2ccc(C(C)C)cc2)S(=O)(=O)c2ccccc2)c1
-2.2% | -4.1% | CC1CCc2nc(NC(=O)CSc3nc4ccccc4o3)sc2C1 (stereo not drawn)
3.7% | 5.4% | O=C(Nc1ccc(Br)cc1)C1CC(=O)N(c2ccccc2)C1 (stereo not drawn)
-0.8% | -0.6% | Cc1ccc(N(CC(=O)NC2CCCC2)S(=O)(=O)c2ccc(F)cc2)cc1
/ | 0.4% | CCC(=O)Nc1ccc(C(=O)CSc2nnc(-c3ccc(O)cc3)n2CC2CCCO2)cc1OC (stereo not drawn)
2.8% | 1.1% | CCc1ccc(OCC(=O)Nc2ccccc2C(F)(F)F)cc1
9.2% | 1.7% | CCOc1ccccc1Nc1nnc(Cc2ccccc2Cl)c(=O)[nH]1
0.6% | 0.8% | S=C(NCc1ccccc1)Nc1ccc(Cl)cc1
/ | -3.6% | CCCC1S/C(=N/N=C/c2ccc(OC)cc2)N(Cc2ccc(OC)cc2)C1=O (stereo not drawn)
0.7% | -2.9% | CCC(OC(=O)/C=C/c1ccco1)C(=O)Nc1ccc(S(N)(=O)=O)cc1 (stereo not drawn)
-8.7% | -0.3% | C/C(=C\C(=O)c1ccc(C)o1)Nc1ccc(C(=O)O)cc1C
/ | 2.0% | COc1ccc(-c2cc(C(F)(F)F)n3nc(C(=O)NCCCn4ccnc4)cc3n2)cc1
1.6% | 5.6% | COc1ccc(N(C(=O)Nc2ccccc2[N+](=O)[O-])C(C)C2CC2)cc1 (stereo not drawn)
/ | -3.8% | CN1C(=O)C2ON(c3ccccc3)C(c3cccs3)C2C1=O (stereo not drawn)
/ | -0.5% | Cc1cccc(N2CCN(Cc3cc(=O)n4ccsc4n3)CC2)c1C

# Other entries follow:
Rat MKP-3 inhibitors | Hsp70 displacement | Compound
3.1% | 0.9% | O=c1c2c3c(sc2ncn1/N=C/c1ccc(Br)o1)CCCC3
1.6% | 8.9% | CC(C)=CC1C=C(C)C(C)C(C(=O)O)C1C(=O)O (stereo not drawn)
-5.6% | 5.2% | Cn1c(=O)n(C/C=C/c2ccccc2)c(=O)c2c1nc1n2CCCN1Cc1ccccc1
-1.1% | 1.3% | COc1ccccc1N(C)S(=O)(=O)c1ccc(C(=O)NC2=NCCS2)cc1
0.1% | -12.9% | COc1nc(-c2ccccc2)ccc1-c1noc(COc2ccccc2)n1
2.3% | -1.4% | CCOc1ccc(/C=C2\C(=O)NC(=S)N(c3ccc(CC)cc3)C2=O)cc1OC
-7.5% | -1.4% | O=C(CCn1nnc(-c2cccs2)n1)NCc1ccccc1Cl
2.6% | 1.4% | COc1ccc(NC(=O)C(=O)NCc2ccc(Cl)cc2)cc1Cl
0.1% | -2.9% | COc1cc(C(C)=O)ccc1OC(=O)CN1C(=O)c2ccccc2C1=O
-11.6% | 0.3% | CN(CC(=O)Nc1ccc(F)c(F)c1)S(=O)(=O)c1cccc2nsnc12
0.0% | -2.0% | Cc1c(Cl)cccc1N1C(=O)C2C3C=CC(C4CC34)C2C1=O (stereo not drawn)
-4.6% | 6.8% | CC(=O)N1CCN(C2=NC(=O)/C(=C/c3ccccc3)S2)CC1
1.0% | -2.9% | CCOC(=O)C(CCOCCOc1cc(C)cc(C)c1C)C(=O)OCC
-7.8% | 1.6% | CCN(CC)CCCn1c(C)cc2c(c1=O)C(c1ccccc1)C(C#N)=C(N)O2 (stereo not drawn)
0.0% | -4.5% | Nc1nc(CN2CCN(c3ccccc3)CC2)nc(N2CCCc3ccccc32)n1
/ | 6.2% | Cc1nc2c(C(=O)NCCc3ccccc3Cl)c[nH]n2c(=O)c1Cl
/ | -0.5% | CN1C(=O)SC(Nc2cccc3ccccc23)C1=O (stereo not drawn)
1.5% | 2.4% | CCOc1ccccc1N1CCN(C(=O)c2c(C)noc2C)CC1
-3.4% | -6.5% | CCCc1cc(C(=O)Nc2cc(Br)ccc2O)no1
4.6% | -5.9% | O=C(CSc1nnc2c(n1)[nH]c1ccccc12)OCN1C(=O)c2ccccc2C1=O
-11.9% | -2.3% | C=CCNC(=O)c1ccc2c(c1)nnn2C
0.9% | 2.9% | Cc1ccc(/C=N/NC(=O)C2=NNC(=O)C2C)o1 (stereo not drawn)
-7.9% | 4.7% | CCOC(=O)N1CCN(CC(O)COC(CC)c2ccccc2)CC1 (stereo not drawn)
-0.7% | 3.6% | CCOc1ccc(NC(=S)NC(=O)/C=C/c2ccc(OC)c(OC)c2)c([N+](=O)[O-])c1
14.2% | 12.6% | COC(=O)c1cccc(-c2ccc(/C=C3\C(=O)N(c4cccc(C(=O)O)c4)N=C3C)o2)c1
-0.5% | -2.3% | CCOc1ccccc1NC(=O)CN(c1c(C)cccc1C)S(C)(=O)=O
1.5% | -0.5% | COc1cc(C2/C(=C(\O)c3ccccc3)C(=O)C(=O)N2CCN(C)C)ccc1O (stereo not drawn)
-5.5% | -2.5% | Cc1ccccc1-c1ccc(=O)n(CC(=O)Nc2ccc(N3CCOCC3)cc2)n1
/ | -3.4% | COC(=O)c1ccc(N)cc1O
0.0% | 0.9% | O=C1c2ccccc2NC(c2ccc3c(c2)OCO3)N1c1ccc(F)cc1 (stereo not drawn)

# Structures above with a CF3 group:
Rat MKP-3 inhibitors | Hsp70 displacement | Compound
4.1% | 1.9% | Cc1cc(C(F)(F)F)c(C#N)c(SCC#N)n1
2.8% | 1.1% | CCc1ccc(OCC(=O)Nc2ccccc2C(F)(F)F)cc1
/ | 2.0% | COc1ccc(-c2cc(C(F)(F)F)n3nc(C(=O)NCCCn4ccnc4)cc3n2)cc1

# Further results
Rat MKP-3 inhibitors | Hsp70 displacement | Compound
-8.5% | -3.4% | CCCCCN(C(=O)NC(=O)Nn1cnnc1)S(C)(=O)=O
1.1% | 0.2% | CC1=C(C(=O)OC(C)C)C(c2ccc(Br)cc2)C2=C(CCCC2=O)N1 (stereo not drawn)
-2.0% | 14.5% | CC(=O)Nc1nc(C)nc(C)c1C(C)=O
-1.5% | 2.9% | CCOc1ccc(NC(=O)c2cc(-c3ccc(OC)cc3)nc3ccccc23)cc1
-2.7% | 1.9% | Cn1ccnc1SCCC#N
-1.6% | 2.2% | CCC(=O)N1CCc2cc(S(=O)(=O)NC(C(=O)NCc3ccccc3)C(C)C)ccc21 (stereo not drawn)
-12.0% | -4.5% | NCC(O)COCCC12CC3CC(CC(C3)C1)C2 (stereo not drawn)
-1.5% | 0.4% | COCCCNS(=O)(=O)c1c(C)cc(C)cc1C
-5.7% | 0.8% | COC(=O)c1cc(NC(=O)c2cccc(OCc3ccccc3)c2)cc(C(=O)OC)c1
-2.5% | -0.5% | CCOC(=O)N1CCN(C(=O)c2ccc3nc(N4CCCCC4)sc3c2)CC1

# This is a subset; rates above refer to the full screens.
